# A549 tox – A549 cytotoxicity, counter-screen for Nrf2 inhibitors; A549 ARE-Fluc cells, CellTiter-Fluor viability, 18-24 h; Potency, µM (doses to about 46 µM), without a hit: at the top dose activity change, negative = cytotoxicity, hits mostly inhibitors; actives 0.16% (n = 390,000); AID 504648; further: potency means the concentration at half of the fitted maximal effect; on the % scale 0 is the no-effect control and ±100 the full control effect
#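 A549 ARE_Fluc cells in 5% FBS OPTI-MEM were exposed to compounds in concentration-response for 18-24 h at 37 deg C. Viability was read by CellTiter-Fluor fluorescence (Ex 405/Em 525) after 30 min, before the luciferase read.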
# HepG2 tox – HepG2 cytotoxicity, counter-screen for TGF-b inhibitors; AID 588856; Potency, µM (series often up to 46.1 µM), for the others: at the highest dose activity change, negative = cytotoxicity, hits mostly cytotoxic; actives 0.76% (n = 410,000); HepG2 CAGA-GFP viability, ATP luminescence, 18 h; further: potency means the concentration at half of the fitted maximal effect; some results filed as inactive show a strong effect at the top dose
#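 CellTiter-Glo luminescence gave cytotoxicity after 18 hours at 37 degrees C. The cells were HepG2 CAGA-GFP in 1% FBS DMEM, stimulated with 500 pg/mL TGF-beta after compound addition. %Activity was normalised to no-cell wells (complete cell-killing) and DMSO (no toxicity), and curves were fitted and classified.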
# Akt phos inh – blocks phosphorylation of Akt; Neuro2A IGF-stimulated pAkt S473 HTRF, 20 min; active compounds read low; activity change, % for hits at 50 µM; actives 0.32% (n = 360,000); in the data active means activity change below about -80%; inconclusive means mostly about -51% to -80%; further: on the % scale 0 is the no-effect control and ±100 the full control effect
#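 Neuro2A cells (4,500/well, DMEM with 0.5% FBS) were treated with compound at a single 50 µM final concentration, stimulated with 6 nM IGF for 20 min at 37 °C, and lysed. Phospho-Akt Ser473 was read by HTRF as 665/615 ratio ×10^4.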
# Nrf2 activator – Nrf2 pathway activation. AREc32 ARE-luciferase reporter (MCF7-derived line), luminescence, 24 h. Potency, µM (doses to about 46.1 µM), without a hit: at the highest dose activation, most hits filed as activators. actives 0.31% (n = 410,000); further: potency means the concentration at half of the fitted maximal effect; % of control where 0% means no effect; nearly all actives have a fitted effect of over 65% in size
#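 Luminescent ARE reporter assay in AREc32_Fluc cells: overnight plating at 37 deg C, 24 hr compound incubation, Steady-Glo added, 30 min RT before reading.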
# Nrf2 inh – Nrf2 pathway inhibition; actives 2.1% (n = 360,000); A549 ARE-Fluc reporter, luciferase luminescence, 18-24 h; Potency, µM (titrated, usually from 46 µM), for inactives: at the highest dose activity change, negative = inhibition, hits mostly inhibitors; further: potency means the concentration at half of the fitted maximal effect; on the % scale 0 is the no-effect control and ±100 the full control effect; nearly all actives have a fitted effect of over 60% in size
#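 Cells were seeded and rested 2 h, then exposed to compounds for 18-24 h. CellTiter-Fluor was read first as a viability measure. BugLite was added 15 min before the final luminescent read of ARE-luciferase activity in A549 cells.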
# CCT chaperon mod – cytosolic chaperonin activity modulation; purified chaperonin ATPase assay, HTRF ADP detection, 30 min; activity change, % (no concentration beside the values), hits read low; actives 0.3% (n = 360,000); in the data active means activity change below about -30%; further: on the % scale 0 is the no-effect control and ±100 the full control effect
#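 Nucleotide hydrolysis assay: TRiC at 20–40 nM final (set by batch activity) with 10 uM ATP, 30 min at 37 °C, in presence of 76 uM compound. Detection by competitive ADP HTRF, 30 min ambient.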
# TGFb inhibitor – inhibitors of TGF-b signaling. HepG2 CAGA-GFP TGF-b/SMAD3 reporter, GFP fluorescence, 18 h; TGF-beta stimulated, 500 pg/mL final. Potency, µM (highest dose often 46.1 µM), without a hit: at the top dose activity, negative = inhibition, usual class: inhibitors. actives 1.2% (n = 410,000). AID 588855; further: potency means the concentration at half of the fitted maximal effect; on the % scale 0 is the no-effect control and ±100 the full control effect; nearly all actives have a fitted effect of over 65% in size
#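 First, reporter cells (HEPG2 CAGA-GFP) rested 2 h at 37 degrees C. Next, compounds were pinned in and TGF-beta added to 500 pg/mL final. After 18 h, GFP was imaged per cell and summed per well.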
# Abeta yeast res – A-beta toxicity reversal in yeast | Potency, µM (top dose mostly 46.1 µM), for the others: at the top dose growth rescue, hits mostly activators | actives 0.063% (n = 410,000) | yeast expressing A-beta42, growth rescue, OD600, 48 h; response scale: 0% DMSO, 100% iron-clioquinol control; further: potency means the concentration at half of the fitted maximal effect; nearly all actives have a fitted effect of over 55% in size
#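 Yeast growth medium received pinned compounds, then yeast cells expressing toxic A-beta were added; plates incubated at 30 C for 48 hr. Growth read as absorbance at 600 nm, normalized to DMSO and equimolar FeCl3 plus clioquinol controls.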
# MmCpn inh – blocks the Methanococcus maripaludis chaperonin Mm-Cpn | Potency, µM (titrated, usually from 76.9 µM), without a hit: at the highest dose activity, negative = inhibition, most hits filed as inhibitors | actives 0.031% (n = 330,000) | purified Mm-Cpn ATPase, ADP Transcreener TR-FRET; further: potency means the concentration at half of the fitted maximal effect; on the % scale 0 is the no-effect control and ±100 the full control effect; nearly all actives have a fitted effect of over 80% in size
#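 Measured: ADP formation by purified Mm-CPN. Conditions: 25 nM protein, 10 uM ATP, Tris pH 7.4 with Mg2+, K+ and DTT, 37°C for 30 min. Detection: Transcreener HTRF after 30 min at room temperature.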
# * marks the source's active call; other numbers are inactive results; i = inactive; ? = inconclusive; nt = no result given; & = joins results of further samples; [ ] = another dose, or the depositor's remark. Unless noted, the call rests on the fitted dose curve; in most records, active means well fitted curve in the direction sought with a large enough effect; inconclusive means small, poorly fitted or top-dose-only effect, or another doubt; inactive means no such curve, though single readings can be large; an effect the other way counts as inactive or inconclusive.
Structure,A549 tox,HepG2 tox,Akt phos inh,Nrf2 activator,Nrf2 inh,CCT chaperon mod,TGFb inhibitor,Abeta yeast res,MmCpn inh
COc1cccc(C2=NOC(C(=O)Nc3cccnc3Cl)C2)c1OC (centres undefined),-6%,0%,i,1.1%,13%,-9.8,0%,-20%,2%
COc1ccc(NC(=O)Nc2ccc3c(c2)C(=O)N([C@H](C)CO)C[C@H](C)[C@@H](CN(C)C(=O)Nc2c(C)noc2C)O3)cc1,-2%,18%,i,-0.3%,-3%,-1.2,?,7%,-1%
Cc1cc(Nc2cccc([N+](=O)[O-])c2)c2ccccc2n1,1%,-20%,i,?,-18%,-2.3,-15%,-12%,1%
Cc1cn(S(=O)(=O)c2cc(Br)ccc2Br)cn1,0%,15%,i,-0.8%,-8%,-1.5,1%,-16%,1%
COC(=O)C[C@H]1c2cc(F)ccc2S(=O)(=O)N1C(C)C,-4%,-1%,i,-0.2%,5%,0.8,3%,-13%,nt
COc1ccc(NS(=O)(=O)c2cccc(C(=O)NCC(c3ccc(F)cc3)N3CCOCC3)c2)cc1 (centres undefined),1%,-5%,i,-0.6%,-11%,-3.0,-16%,-2%,1%
COc1ccccc1CNC(=O)CN1C(=O)COc2ccc(S(=O)(=O)N3CCCCC3)cc21,-5%&-4%,6%&-6%,i,0.3%&3.5%,1%&15%,-2.1,4%&0%,-6%&-4%,-8%
CC(=O)Nc1ccc(OCC(O)Cn2nc(C)nc2C)cc1 (centres undefined),4%,-7%,i,-0.5%,-9%,-1.7,3%,-4%,0%
COc1cccc(NS(=O)(=O)c2cc3c4c(c2)CCC(=O)N4CCC3)c1,-2%,-39%,i,3.1%,?,-0.4,-23%,0%,1%
Cc1ccc(-c2nc(NC(=O)CSc3ncn[nH]3)ns2)cc1,3%,-15%,i,-0.5%,12%,0.3,8%,9%,-13%
COc1ccc(C(=O)NC(=S)N2CCN(c3ccccc3O)CC2)cc1,?,1%,i,5.4%,12%,0.2,-10%,0%,-1%
Cc1cc(C)c2oc(C(=O)NCCc3ccc(S(N)(=O)=O)cc3)cc(=O)c2c1,3%&-3%,-1%&-30%,i,-0.5%&0.1%,0%&-3%,0.7,6%&-24%,-6%&-4%,-1%
CCOC(=O)C1CCCN(C(=O)c2cc(C#N)cs2)CC1 (centres undefined),nt,2%,i,0.2%,nt,0.2,-11%,-6%,nt
CCOC(=O)COc1ccc([N+](=O)[O-])cc1-c1ccnc2cc(-c3ccc(C)cc3)nn12,-3%,0%,nt,-0.6%,-1%,nt,0%,-6%,nt
CCn1c(C)nc2cc(C(=O)N/N=C/c3ccc(OC)c(O)c3)ccc21,-1%,-1%,i,-0.5%,11%,-1.4,?,8%,2%
O=C(O)CC/C(=N/NC(=O)c1cccs1)c1ccccc1,7%,-1%,i,3.2%,29%,0.7,-2%,?,3%
CCOC(=O)Cn1nc(C)c(NC(=O)CCc2ccc(OC)cc2)c1C,-1%,-1%,i,-0.2%,13%,-2.8,-6%,-16%,5%
CC1(C)CC(=O)C(C2c3ccccc3S(=O)(=O)c3ccccc32)C(=O)C1,-7%,-14%,i,6.8%,-9%,0.1,5%,5%,2%
O=C(c1cccn2c(=O)c3ccccc3nc12)N1CCN(Cc2ccc3c(c2)OCO3)CC1,-2%,-26%,i,0.3%,9%,-4.4,-3%,-14%,-1%
COc1ccc(C(=O)NCCc2cn3ccc(C)cc3n2)cc1,-7%,-46%,i,0.4%,-9%,-1.4,-18%,-7%,-1%
O=C1CCN(Cc2ccc(Br)cc2)CCN1[C@H](CO)Cc1ccccc1,-1%,-25%&1%,i,0.9%,-16%,1.7,?,-2%,1%
CC(C)c1ccc(CN2CCC(C)(Oc3ccc(Cl)cc3)C2)cc1 (centres undefined),nt,-25%,i,0.2%,nt,0.9,6%,-4%,nt
CC(=O)Nc1ccc(OCC(O)Cn2c(CO)nc3ccccc32)cc1 (centres undefined),0%,1%,i,0.1%,18%,-0.4,5%,-1%,1%
CCNC(=O)NC(=O)C(C)On1nnc2ccc(S(=O)(=O)N(CC)CC)cc21 (centres undefined),0%,4%,i,-0.5%,4%,0.2,14%,8%,0%
COc1ccc(-c2cc(=O)oc3c(C)c(OCC(=O)N(C)C)ccc23)cc1,-1%,-14%,i,-0.1%,-17%,-5.6,-20%,-5%,-1%
CC(NC(=S)Nc1ccc(OC(F)F)cc1OC(F)F)C(C)(C)C (centres undefined),3%,-38%,i,0.0%,?,-0.8,?,18%,2%
COc1ccc(OC)c(/C=C/C(=O)N2C(=O)c3cccc(N)c3C2=O)c1,1%,3%,i,?,?,-1.5,?,2%,-8%
O=C1CCCc2[nH]c(=O)c(-c3nc(-c4cccc([N+](=O)[O-])c4)cs3)cc21,8%,-12%,nt,20%,-13%,nt,7%,-11%,nt
Cc1ccc(OCC2Cn3c(nc4c3c(=O)[nH]c(=O)n4C)O2)cc1 (centres undefined),-4%,-13%,nt,0.1%,nt,-3.7,3%,11%,-1%
O=C(Nc1ccc(N2CCCCC2)cc1)c1cccnc1,-11%,-11%,i,6.7%,?,1.8,6%,13%,-2%
CCC(C)(C)NC(=O)C(c1cccn1C)N(C(=O)Cn1nnc2ccccc21)c1ccccc1OC (centres undefined),-3%,2%,i,0.0%,0%,-2.1,-8%,7%,1%
COc1ccc2oc(C(=O)NCc3cc(OC)c(OC)cc3OC)c(C)c2c1,-5%,-21%,i,3.4%,?,-0.5,-16%,-15%,-8%
O=C(c1ccc(-n2cncn2)c([N+](=O)[O-])c1)N1CCN(S(=O)(=O)c2cccc(F)c2)CC1,2%,6%,i,0.3%,-7%,1.1,-1%,-2%,-1%
COc1cc(OC)c(C2C=C(c3ccc(C)cc3)Nc3c(C(=O)Nc4ccccc4)cnn32)cc1OC (centres undefined),-18%,-10%,nt,0.0%,?,nt,-14%,3%,nt
CCOC(=O)c1sc(NC(=O)CCN2C(=O)C3CCCCC3C2=O)cc1C (centres undefined),-5%,2%,i,2.9%,15%,-4.5,0%,24%,-1%
O=C(COC(=O)C1=COCCO1)Nc1ccc(Br)cc1Br,0%,2%,i,2.6%,4%,0.4,4%,5%,-1%
Cc1cccc(NC(=O)C2CCN(c3nnc(-n4c(C)ccc4C)s3)CC2)c1C,2%,-35%,nt,?,13%,nt,nt,-7%,nt
COC(=O)c1cc(NC(=O)c2nccnc2C(=O)O)cc(C(=O)OC)c1,0%,1%,i,-0.3%,16%,0.0,22%,-11%,1%
Nc1nc(-c2cccnc2)nn1S(=O)(=O)c1ccccc1,-1%,-15%,i,-0.1%,1%,-3.2,22%,-7%,nt
O=C(NCc1cccs1)C(=O)NCC(c1ccco1)N1CCN(c2ccccc2F)CC1 (centres undefined),10%,-1%,i,-0.2%,21µM*,-1.1,-12%,9%,0%
COc1ccc(NC(=O)c2ccc3c(c2)c(C)c(C)n3Cc2ccc(F)cc2)cc1,-14%,-34%,nt,-1.3%,?,nt,0%,-5%,nt
CC(=O)Nc1ccc(NC(=O)c2ccc3c(c2)NC(=O)c2ccccc2S3)cc1,-3%,7%,nt,9.0%,1%,nt,-8%,2%,nt
O=C(COc1ccc2c(C(F)(F)F)cc(=O)oc2c1)Nc1ccc2c(c1)OCCO2,-3%,2%,i,-0.7%,10%,-0.2,-3%,-4%,0%
CC(=O)Nc1ccc(S(=O)(=O)NC(C)(C#N)C2CC2)cc1 (centres undefined),0%,13%,i,-0.6%,11%,-2.6,-5%,-4%,-5%
O=C(C(Cc1ccccc1)N1C(=O)C2C3C=CC(C3)C2C1=O)N1CCCCCC1 (centres undefined),-13%,4%,i,0.4%,4%,-1.5,0%,-1%,nt
O=[N+]([O-])c1cccc(OCc2cn3cccnc3n2)c1,7%,-12%,i,-0.3%,2%,-1.9,4%,-13%,0%
COc1cccc(NS(=O)(=O)c2ccc3c(c2)n(C)c(=O)n3C)c1,-1%,-22%,nt,2.0%,?,nt,-4%,-13%,nt
O=C(O)c1cc(N2C(=O)C=CC2=O)cc(N2C(=O)C=CC2=O)c1,-3%,14%,i,0.2%,-1%,1.9,10%,11%,nt
O=C(CSc1nnc(-c2ccccc2Cl)n1Cc1ccco1)Nc1ccc2c(c1)OCCO2,-4%,0%,i,-0.4%,-6%,-11,0%,9%,1%
Cc1occc1C(=O)N1CCN(c2ccc(Cl)c(Cl)c2)CC1,-1%,-31%,i,0.4%,?,-5.9,?,-31%,0%
O=C(CCCCCn1c(=O)[nH]c2ccsc2c1=O)NCc1ccccc1,3%,2%,nt,0.3%,10%[9.27 µM],nt,?,-14%,nt
O=C(NCc1ccccc1)c1cc(C2COCCN2S(=O)(=O)c2ccccc2)on1 (centres undefined),nt,2%,i,0.2%,nt,-4.2,39%[activator],-9%,nt

# Molecules from the list above with a cyano group:
Structure,A549 tox,HepG2 tox,Akt phos inh,Nrf2 activator,Nrf2 inh,CCT chaperon mod,TGFb inhibitor,Abeta yeast res,MmCpn inh
CCOC(=O)C1CCCN(C(=O)c2cc(C#N)cs2)CC1 (centres undefined),nt,2%,i,0.2%,nt,0.2,-11%,-6%,nt
CC(=O)Nc1ccc(S(=O)(=O)NC(C)(C#N)C2CC2)cc1 (centres undefined),0%,13%,i,-0.6%,11%,-2.6,-5%,-4%,-5%
